Screening data deposited in PubChem BioAssay by several laboratories.
MT stabilizer – microtubule stabilizers in HeLa cells, primary screen, imaging, high-content imaging; AID 2205, 2009; 200,000 tested, 0.83% active; % tubulin-high responders, % at 10 µM; HeLa tubulin immunostaining HCS, 24 h; share of cells brighter than vehicle mean+2SD;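 active = plate Z-score above 3 for both tubulin-high and condensed-nucleus cell shares, with cell loss under 80%, at 10 µM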;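 note: anti alpha tubulin signal scored within the nucleus-defined area of each cell; some results filed as inactive read as strong as hits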
Insulin prom up – insulin promoter activators in MIN6 cells, imaging, high-content screening, mouse beta cells | MIN6 insulin promoter-GFP reporter; stronger effect = higher value | z-score at 5 µM | 190,000 tested, 0.3% active | AID 1625, 2009;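 active = z-score above 3 at 5 µM with at least 500 cells counted in the well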
TNAP activators – human TNAP enzyme activators, primary screen, biochemical, luminescent, no phosphate acceptor, uHTS (AID 1001); Alkaline phosphatase, tissue-nonspecific isozyme (Homo sapiens); purified TNAP, luminescent activation assay, no phosphate acceptor; higher activation fold means a stronger effect; activation fold at 20 µM, or EC50 in µM where a hit was titrated; 200,000 tested, 0.03% active; in the data active = activation fold from about 3, or a potency from the dose series; inactive = the rest, 99 in 100 with activation fold below about 1.6; note: many of its hits are not listed in these tables
Autophagy HCS – autophagy modulators in MEF cells, primary screen, imaging, high-content, MEF GFP-LC3; MEF GFP-LC3 puncta imaging; test concentration mostly 10 µM; calls only at 10 µM (by protocol); 190,000 tested, 0.98% active;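 active = percentage of spot-positive cells more than 3 SD above its plate mean, without a fluorescence outlier flag or 80% toxicity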;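 note: spot-positive cell cutoff set from DMSO-treated cells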
T cell HTS – modulators of CD8 T cell-vesicle binding, primary screen, mouse 2C CD8+ T cells, flow cytometry | 2C CD8+ T cell-vesicle binding; stronger effect = lower value | calls only at 7 µM | 330,000 tested, 0.068% active | AID 2052, 2009;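 active = response, share of CD8 T cells binding vesicles, and their 90th percentile fluorescence all below set limits, cut at about 80% in these data, passing the limit was not always enough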
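System: murine 2C transgenic CD8+ T lymphocytes; also added: QL9-loaded Drosophila micro-vesicles; times: binding 1.5 h at 37 °C; measured by: flow cytometry, PE anti-B7-1 (FL2) versus Alexa647 anti-CD8 (FL8), PFA-fixed; control set: Peptide-free naked vesicles (low) and QL9 vesicles with 0.7% DMSO vehicle (high)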
human PMI inhibition – inhibitors of human PMI, primary screen, biochemical, fluorescence intensity, coupled assay (AID 1209). 190,000 tested, 0.42% active. purified PMI enzyme, coupled fluorescence intensity; higher % means a stronger effect. inhibition, % at 20 µM, or IC50 in µM where a hit was titrated. Mannose-6-phosphate isomerase (Homo sapiens);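 note: plate controls were DMSO vehicle for no effect and wells lacking substrate for full effect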
bCat nuc transl – modulators of beta-catenin nuclear translocation, primary screen, imaging, HeLa cells, immunofluorescence, high-content | AID 1665, 2009 | 190,000 tested, 0.3% active | nuclear translocation activity, % at 5 µM;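 active = nuclear translocation activity above 50% at 5 µM, with a well cell count of 50 or more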;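 note: per-cell ratio of nuclear to cytoplasmic median beta-catenin stain intensity; plate controls were DMSO negative control for no effect and GSK-3 inhibitor IX positive control for full effect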
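Read-out: Nuclear/cytoplasmic beta-catenin signal ratio, % activation | Assay system: Human HeLa cell line | Times: 24 h compound exposure at 37°C, 5% CO2 | Signal: Fluorescence imaging of beta-catenin antibody stain plus DAPI | Dosing: 5 µM primary, 0.02–20 µM confirmation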
PMI inhibition – human PMI inhibitors, high substrate, primary screen, biochemical, fluorescence intensity, high mannose 6-phosphate (AID 1220). 190,000 tested, 0.66% active. inhibition, % at 20 µM, or IC50 in µM where a hit was titrated. recombinant PMI enzyme, coupled fluorescence intensity; higher % means a stronger effect. Mannose-6-phosphate isomerase (Homo sapiens)
Lipid droplet – inhibitors of hepatocyte lipid droplet formation, primary screen, imaging, high-throughput imaging, BODIPY stain. AML12 mouse hepatocytes, oleate lipid droplets. inhibition, % at 6.5 µM. 240,000 tested, 0.4% active. AID 1656, 2009;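 active = lipid droplet intensity inhibited by at least 50%, with more than 500 cells counted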
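material = mouse AML12 hepatocyte cell line, fixed after treatment | also added = 100 µM oleic acid challenge | doses = compound at 6.5 µM only | schedule = overnight exposure | technique = Image-based BODIPY and DAPI two-channel analysis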
Insulin prom up cell count – second read-out of Insulin prom up, no call of its own (marks repeat the call); cell count; measured here: cytotoxicity, nuclei count;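 total cells summed across four imaged fields per well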
Lipid droplet cells 6.5 µM – second read-out of Lipid droplet, no call of its own (marks repeat the call); cell count; measured here: cell count, cytotoxicity flag;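 cells counted across two imaged fields per well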
bCat nuc transl cell count 5 µM – further read-out of bCat nuc transl, marked with its call; cell count; measured here: cell count, cytotoxicity flag
T cell HTS vesicle-bound % – also measured in T cell HTS; calls as there; double positive events, %; measured here: CD8+ vesicle-bound cell fraction;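 binding gate set so that unloaded-vesicle control wells show 10% double positive cells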
MT stabilizer Hoechst-high % – further read-out of MT stabilizer, marked with its call; % Hoechst-high responders; measured here: nuclear condensation Hoechst responders;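 share of cells brighter than vehicle mean plus two SD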
MT stabilizer cytotoxicity % – also measured in MT stabilizer; calls as there; toxicity, %; measured here: cytotoxicity by cell density;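 0% = mean cell density of plate MIN control wells and 100% = no cells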
Autophagy HCS cell loss 18 h – second read-out of Autophagy HCS, no call of its own (marks repeat the call); toxicity, %; measured here: cell loss, nuclei count;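 cell loss after 18 h compound exposure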
* marks the source's active call; other numbers are inactive results; i = inactive; . = no result given. Cut-off read from the data, not from the text of the source, unless noted: active = inhibition above about 50%; inactive = the rest.

SMILES,MT stabilizer,MT stabilizer Hoechst-high %,MT stabilizer cytotoxicity %,Insulin prom up,Insulin prom up cell count,TNAP activators,Autophagy HCS,Autophagy HCS cell loss 18 h,T cell HTS,T cell HTS vesicle-bound %,human PMI inhibition,bCat nuc transl,bCat nuc transl cell count 5 µM,PMI inhibition,Lipid droplet,Lipid droplet cells 6.5 µM
O=C(NCCCN1CCOCC1)c1cc(-c2ccc3c(c2)OCO3)nc2ccccc12,3.8,3.8,7.5,0.24,1088,1.1,i,7,i,34,11%,.,.,12%,.,.
O=C1NCC(COc2cccc3ccccc23)O1 (stereo not given),4.8,4.5,0.5,-0.02,1175,1.1,i,0,i,57,-3%,-1.8,1070,-5%,2,688
CCCc1cc(=O)[nH]c(SCC(=O)N(C)Cc2ccccc2)n1,4.1,2.2,3.2,-1.1,1357,1.1,i,-23,i,45,5%,-3.8,967,11%,.,.
CC1CCCCN1C(=O)c1cc(F)c(F)cc1Cl (stereo not given),2.4,0.3,21,1.1,1278,1.1,i,3,i,38,18%,2.9,975,19%,-6,755
O=S(=O)(c1ccc(N2CCOCC2)nc1)N1CCOCC1,2.7,1.2,4.4,0.56,822,1.1,i,-6,i,5,10%,-5.6,1156,4%,-12,623
O=C(Nc1ccccc1)C1=C[C@@H](c2coc3ccccc3c2=O)C[C@@H](OCCCCO)O1,1.0,1.4,2.6,0.63,1411,1.1,i,8,i,30,5%,-2.3,1160,10%,-16,734
COc1ccc(CC(=O)OCC(=O)NC(=O)NC(C)C)cc1,2.4,1.5,7.8,.,.,1.2,i,1,i,28,9%,.,.,8%,13,771
CCn1c(COc2ccccc2C)nnc1SCC(=O)Nc1ccc2c(c1)OCCO2,2.5,2.2,13,-0.29,1237,1.1,i,-7,.,.,4%,-6.9,1252,-1%,5,786
Cc1cc2ccccc2nc1SCC(=O)Nc1nc(-c2ccccc2)cs1,4.7,1.7,2.0,-0.09,1578,1.1,i,17,i,38,18%,-0.5,1326,12%,.,.
CSC1=NCCN1S(=O)(=O)c1ccc2ccccc2c1,1.5,1.2,7.5,.,.,1.1,i,4,i,35,9%,-0.2,1069,15%,0,716
O=C(c1ccccc1F)N(Cc1cccnc1)Cc1cc2cc3c(cc2[nH]c1=O)OCCO3,2.6,3.3,1.9,0.75,1550,1,i,-3,i,36,-8%,-4.4,971,1%,-7,726
Cc1cc(C(=O)Nc2cccc(C(=O)O)c2)c(C)o1,2.0,1.1,9.5,-0.84,908,1.1,i,-6,i,12,2%,-4.8,1299,-4%,4,861
Cc1c(NC(=O)COC(=O)C23CC4CC(CC(Br)(C4)C2)C3)c(=O)n(-c2ccccc2)n1C,2.5,2.1,3.9,0.66,1470,1.1,i,18,i,42,3%,1.0,1101,3%,0,675
COc1cccc(CNC(=O)CSc2ccc(-c3cccs3)nn2)c1,2.4,2.8,7.4,-0.35,1210,1.1,i,-3,i,11,-10%,-2.8,1065,-10%,7,685
O=C(NCc1ccco1)C(=O)NCC1OCCCN1S(=O)(=O)c1ccc(Cl)cc1 (stereo not given),3.3,3.7,0.8,0,1633,1.1,i,-1,i,44,10%,-2.8,1068,11%,-7,689
COc1ccc(C(=O)NNC2=NC(C)(C)Cc3cc(C)c(C)cc32)cc1,3.0,1.4,5.7,0.13,2012,1.2,i,25,i,36,1%,-5.7,1196,0%,2,598
C=CCn1c(N)c(C(=O)Nc2ccccc2)c2nc3ccccc3nc21,3.9,2.5,0.8,-1.8,1363,1.1,i,-36,i,26,21%,.,.,13%,42,733
CCCN1CCN(S(=O)(=O)c2ccc3c(c2)OCCO3)CC1,5.4,2.2,8.9,0.2,1579,1.2,i,-6,i,31,-2%,-4.8,1110,0%,-2,696
CCOC(=O)CN1C(=O)C(O)(CC(=O)c2cccc(OC)c2)c2ccccc21 (stereo not given),1.1,1.5,7.3,-0.07,1409,1,i,-3,i,33,18%,1.1,1336,12%,.,.
CCCC(=O)Nc1nnc(CCOC)s1,2.6,2.4,5.6,0.48,1336,1,i,1,i,40,3%,-3.6,548,4%,7,645
CCSc1nnc(-c2ccccc2NC(C)=O)c(=O)[nH]1,4.0,2.7,17,.,.,1,i,47,i,12,-14%,.,.,-8%,.,.
O=C1O/C(=C/C(=O)N2CCOCC2)c2ccccc21,3.4,1.9,6.5,0.42,1254,1.1,i,-18,i,19,6%,-0.6,1101,12%,9,731
CC(C)(C)NC(=O)Cn1cc(C#N)c2cc(Br)ccc21,3.2,1.4,3.6,.,.,1.1,i,6,i,35,13%,.,.,9%,5,742
Cc1cc(-c2ccccc2)nc(SC(C(=O)O)c2ccccc2)n1 (stereo not given),7.6,1.2,7.0,0.15,1164,1,i,21,i,47,-17%,-5.9,1143,-13%,-4,677
CCOC(=O)c1cnc(SC)nc1Nc1cccc2ccccc12,3.9,2.4,6.4,.,.,1,i,5,i,50,4%,-0.5,1110,10%,-14,728
CCCCOC(=O)Cn1c(-c2ccccc2)nc2ccccc2c1=O,4.0,2.0,8.0,0.48,1430,1.1,i,12,i,46,16%,0.9,549,15%,0,728
COCCC(=O)N1CCc2c([nH]c3ccccc23)C1C(C)(C)C (stereo not given),1.7,1.1,2.6,-0.07,1646,1.1,i,-21,i,18,4%,0.6,945,1%,-4,695
CC(C)c1nc(SCc2c(F)cccc2Cl)c2c(=O)n(C)c(=O)n(C)c2n1,9.4,2.4,3.0,-1.9,1627,1.1,i,4,i,22,3%,0.2,1066,0%,-17,625
COc1ccc(CNC(=O)C(c2ccc(C)o2)N(C(=O)c2csnn2)c2ccc(C(C)C)cc2)cc1 (stereo not given),1.6,1.0,9.5,-0.41,864,1,i,-8,i,18,11%,1.6,1117,10%,24,787
Cc1cc2c(c(=O)n1C)C(Cc1ccccc1)C(C#N)=C(N)O2 (stereo not given),2.5,2.3,12,-0.08,2103,1.1,i,3,i,16,7%,-0.5,1069,5%,-4,590
COc1ccccc1NC(=O)CN1CCC(c2nc3ccccc3[nH]2)CC1,1.7,1.9,0.4,0.08,1446,1.1,i,-16,i,35,0%,-0.9,961,-1%,0,741
COc1ccccc1NC(=S)N(Cc1ccc(C)cc1)Cc1cccnc1,2.5,1.6,10,-1.3,1123,1.1,i,18,i,19,8%,-0.8,1092,4%,7,737
Cc1ccccc1N(CC(=O)Nc1ccccc1C(=O)O)S(C)(=O)=O,2.3,2.6,10,0.17,1041,1.2,i,-22,i,33,-5%,-2.1,1184,-1%,.,.
O=C(CSc1nc(O)cc(=O)n1-c1ccccc1)N1CCCCC1,3.3,0.3,32,1.6,1310,1.1,i,-1,.,.,0%,-0.5,1089,-4%,-1,770
COc1ccccc1C(=O)Nc1cccc(N(C)S(C)(=O)=O)c1,2.6,1.6,3.8,0.96,1179,1,i,2,i,51,16%,9.1,985,10%,1,755
Cc1cc(C)c(NC(=O)COC(=O)c2cccc3c2C(=O)c2ccccc2C3=O)c(C)c1,2.1,1.9,4.7,-0.06,1251,1,i,2,i,46,5%,-2.5,558,32%,-1,617

3 entries from above, arranged by molar mass, falling:
SMILES,MT stabilizer,MT stabilizer Hoechst-high %,MT stabilizer cytotoxicity %,Insulin prom up,Insulin prom up cell count,TNAP activators,Autophagy HCS,Autophagy HCS cell loss 18 h,T cell HTS,T cell HTS vesicle-bound %,human PMI inhibition,bCat nuc transl,bCat nuc transl cell count 5 µM,PMI inhibition,Lipid droplet,Lipid droplet cells 6.5 µM
COc1ccccc1NC(=S)N(Cc1ccc(C)cc1)Cc1cccnc1,2.5,1.6,10,-1.3,1123,1.1,i,18,i,19,8%,-0.8,1092,4%,7,737
CCOC(=O)c1cnc(SC)nc1Nc1cccc2ccccc12,3.9,2.4,6.4,.,.,1,i,5,i,50,4%,-0.5,1110,10%,-14,728
O=C1O/C(=C/C(=O)N2CCOCC2)c2ccccc21,3.4,1.9,6.5,0.42,1254,1.1,i,-18,i,19,6%,-0.6,1101,12%,9,731
